HEK293 NOD2/NF-kB = inhibition of NOD2-driven NF-kB reporter – cell-based, luminescence, uHTS, HEK293 (AID 1566); inhibition, % at 4 µM, or EC50 in µM where a hit was titrated; actives 0.63% (n = 290,000); HEK293 NOD2/NF-kB luciferase reporter, luminescence; higher % means a stronger effect; also: many of its hits are not listed in these tables
KOR beta-arrestin-1 = kappa opioid receptor activators – cell-based, luminescence, uHTS, primary screen (AID 1777); KOR beta-arrestin recruitment, luminescence; higher % means a stronger effect; activation, % at 10 µM, or EC50 in µM where a hit was titrated; actives 0.02% (n = 280,000); in the data active = activation above about 50%, passing the limit was not always enough; also: a part of the inactive calls stands beside numbers as strong as those of hits
Rac1 GTP hydrolysis = MgcRacGAP GTPase-activating activity inhibitors, confirmation, biochemical, ADP Hunter fluorescence. actives 0.6% (n = 340,000). inhibition, % at 30 µM; hits with a dose series show IC50 in µM. MgcRacGAP-stimulated Rac1 GTP hydrolysis, ADP Hunter fluorescence; higher % means a stronger effect; GST-tagged Rac1 F28L mutant substrate;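 active = first-screen hits whose inhibition reached a set limit at any dose in the follow-up dose series; inconclusive = inhibition above the set first-screen limit but never retested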;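 also: fluorescence reports GDP produced by GAP-driven GTP hydrolysis; strong numbers were not always called active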
NOD1 inhibition = NOD1 signaling inhibitors, primary screen, cell-based, luminescence, uHTS (AID 1578); NOD1-driven NF-kB luciferase reporter cells, luminescence; higher % means a stronger effect; inhibition, % at 4 µM, or EC50 in µM where a hit was titrated; actives 1% (n = 290,000); in the data active = inhibition mostly above about 36%, no sharp cut-off; inactive = mostly below about 34%;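 also: HEK-293T reporter cells stimulated with the NOD1 agonist gamma-tri-DAP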
HIV peptide binding = cell-free HIV fusion peptide-binding blockers – biochemical, uHTS, fluorescence dequenching, primary screen (AID 1986); cell-free peptide binding, fluorescence dequenching, 30 min; higher % means a stronger effect; one-dose inhibition, % at 20 µM; IC50 in µM for titrated hits; actives 0.3% (n = 290,000); in the data active = inhibition mostly above about 52%, no sharp cut-off; inactive = mostly below about 76%; also: some results filed as inactive read as strong as hits
KOR beta-arrestin-2 = KOR antagonists, beta-arrestin recruitment, cell-based, luminescence, uHTS (AID 1778). KOR beta-arrestin recruitment, luminescence, antagonist mode; higher % means a stronger effect. actives 0.091% (n = 290,000). one-dose inhibition, % at 10 µM; IC50 in µM for titrated hits; also: strong numbers were not always called active
GPR55 beta-arrestin = GPR55 agonists via beta-arrestin recruitment, primary screen, imaging, U2OS cells, beta-arrestin-GFP redistribution (AID 1961). U2OS GPR55 beta-arrestin-GFP redistribution imaging; higher % means a stronger effect. activation, % at 10 µM; hits with a dose series show EC50 in µM. actives 0.048% (n = 290,000);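 active = activation above 40% with more than 50 cells counted in the well; inconclusive = wells holding fewer than 50 cells, flagged as toxic or sparse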;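 also: U2OS osteosarcoma cells stably expressing GPR55 and beta-arrestin-GFP; plate controls were DMSO negative control for no effect and LPI positive control for full effect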
GPR55 antagonists = GPR55 antagonists blocking LPI-driven arrestin recruitment, primary screen, imaging, U2OS, beta-arrestin-GFP, LPI agonist (AID 2013); U2OS GPR55 beta-arrestin-GFP translocation imaging, LPI antagonism; higher % means a stronger effect; inhibition, % at 10 µM; hits with a dose series show IC50 in µM; actives 0.13% (n = 290,000);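 active = spots per cell inhibited over 60%, with over 100 cells counted and total cytoplasm intensity under 500,000; inconclusive = wells with under 100 cells, flagged as likely toxic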;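 also: U2OS cells stably carrying GPR55 and arrestin-GFP stimulated by 5 µM LPI near EC80; imaged beta-arrestin-GFP aggregate spots per cell after agonist stimulation; plate controls were LPI-stimulated DMSO wells for no effect and DMSO wells without LPI for full effect; some results filed as inactive read as strong as hits; confirmed hits need IC50 under 10 µM and bright autofluorescent wells are also inconclusive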
Large T inhibition = TAg ATPase/helicase activity blockers – biochemical (AID 1903) | SV40 large T antigen ATPase/helicase inhibition assay; higher % means a stronger effect | inhibition, % at 20 µM, or IC50 in µM where a hit was titrated | actives 0.39% (n = 310,000); in the data active = a potency from the dose series; inconclusive = inhibition mostly from about 32% at the one dose, without a potency; inactive = the rest, 99 in 100 with inhibition below about 32%; also: strong numbers were not always called active
* marks the source's active call; other numbers are inactive results; u = inconclusive; x = no result given; [ ] = another dose, or the depositor's remark. Rule as the data show it, unless noted: active = inhibition above about 50%; inactive = the rest.

[1] CCOC(=O)c1c(/N=C/c2ccc(OC)cc2O)sc2c1CCN(C)C2
[2] Cc1cc([N+](=O)[O-])ccc1NC(=O)CSc1nccc(=O)[nH]1
[3] COC(=O)c1ccc([N+](=O)[O-])cc1N1C(=O)C2C3CCC(C3)C2C1=O (stereo not drawn)
[4] CCCCNC(=O)Nc1ccon1
[5] Cc1cc(C)c2oc(C(=O)Nc3ccc(S(=O)(=O)Nc4nccc(C)n4)cc3)cc(=O)c2c1
[6] Cc1ccc(CN(CC2CCCO2)C(=O)CN2C(=O)C(C(C)C)Oc3ccccc32)o1 (stereo not drawn)
[7] Cc1ccccc1C(=O)N1CCc2cc(-c3csc(NC(=O)CN4CCCC4)n3)ccc21
[8] COc1ccc(C2NC(=O)NC(c3ccccc3)=C2c2nc3ccccc3s2)cc1 (stereo not drawn)
[9] O=C(Nc1cccc(O)c1)c1ccc(Br)c(S(=O)(=O)N2CCCCC2)c1
[10] O=C(c1noc2c1CCc1ccccc1-2)N1CCCc2ccccc21

Screen / compound no.,1,2,3,4,5,6,7,8,9,10
HEK293 NOD2/NF-kB,-30%,4%,-6%,2%,28%,7%,-9%,-1%,-2%,7%
KOR beta-arrestin-1,-0.6%,-2.8%,-2.0%,-0.2%,3.7%,55%,3.7%,8.5%,4.7%,1.0%
Rac1 GTP hydrolysis,17%,6%,14%,3%,4%,6%,5%,4%,8%,9%
NOD1 inhibition,-12%,-16%,-53%,-3%,26%,-4%,-12%,15%,-5%,-5%
HIV peptide binding,6.1%,1.0%,-1.4%,30%,2.4%,1.4%,-0.6%,2.5%,1.6%,-1.2%
KOR beta-arrestin-2,-32%,2%,2%,-17%,-27%,12%,-29%,12%,-12%,-6%
GPR55 beta-arrestin,-0.2%,0.3%,-0.2%,-0.1%,-0.2%,0.5%,-0.2%,0.0%,-0.3%,-0.1%
GPR55 antagonists,9%,2%,-5%,4%,-19%,-6%,-2%,51%,0%,25%
Large T inhibition,17%,12%,23%,-4%,2%,0%,14%,9%,8%,3%

[11] Cn1cc(Cl)c(C(=O)OCC(=O)Nc2ccc(S(N)(=O)=O)cc2)n1
[12] Cc1ccc2nc(C)c(C(=O)N/N=C/c3cccs3)n2c1
[13] CC(=O)c1ccccc1C(=O)NCc1cccnc1
[14] CC1CCCN(C(=O)c2sc3cc([N+](=O)[O-])ccc3c2Cl)C1 (stereo not drawn)
[15] CCOc1ccc(C(=O)COC(C)=O)cc1
[16] O=C(NNC1CC(=O)N(c2ccc(Cl)cc2)C1=O)c1ccccn1 (stereo not drawn)
[17] COc1ccc(C(=O)N/C(=C/c2cccs2)C(=O)NC(C)(C)C)cc1OC
[18] CCOc1ccccc1C(=O)N(CN1CCCC1=O)c1ccc(C)c(Cl)c1
[19] CCCn1c(SCC(=O)Nc2c(C)cccc2C)nnc1C(C)C
[20] OCCNc1nc(-c2ccccc2)c2cc(Cl)ccc2n1

Screen / compound no.,11,12,13,14,15,16,17,18,19,20
HEK293 NOD2/NF-kB,-6%,5%,13%,-10%,6%,-5%,6%,13%,17%,-5%
KOR beta-arrestin-1,5.2%,1.1%,4.1%,10%,0.8%,16%,-1.3%,-0.2%,1.1%,x
Rac1 GTP hydrolysis,2%,8%,6%,7%,5%,2%,4%,7%,-8%,8%
NOD1 inhibition,-17%,-10%,-9%,-1%,4%,-38%,-35%,-8%,10%,1%
HIV peptide binding,0.1%,-1.8%,-0.1%,-1.5%,-1.4%,5.8%,-0.8%,4.8%,12%,-1.4%
KOR beta-arrestin-2,-72%,-6%,3%,12%,21%,9%,-6%,2%,16%,-16%[20 µM]
GPR55 beta-arrestin,-0.1%,0.2%,0.4%,0.0%,-0.1%,-0.3%,0.2%,-0.1%,0.3%,-0.1%
GPR55 antagonists,-2%,3%,13%,-7%,-3%,0%,-6%,13%,-2%,-3%
Large T inhibition,x,-26%,3%,2%,8%,5%,10%,-3%,1%,22%

[21] Cc1ccc(C(C2C(=O)CC(C)(C)CC2=O)C2C(=O)CC(C)(C)CC2=O)s1
[22] O=C(NCC(=O)N1CCN(c2ccccc2)CC1)c1cccs1
[23] Cc1ccc(S(=O)(=O)N2CCN(C(=O)c3ccc(Br)o3)CC2)c(C)c1
[24] COc1cccc(C(=O)N2CCN(Cc3cc(Br)ccc3OC)CC2)c1
[25] C/C(=N/NC(=O)c1nnn(-c2nonc2N)c1COc1ccccc1)c1ccccc1Cl
[26] O=C(c1cccs1)N(Cc1ccccn1)Cc1ccco1
[27] CSc1ccccc1-c1n[nH]c(=S)o1
[28] COc1cc(C2C(C#N)=C(N)Oc3c2ccc2ccccc32)ccc1OCC(=O)Nc1ccc(C)cc1 (stereo not drawn)
[29] Cc1c(Cl)cccc1NC(=O)CCN1CCN(CCO)CC1
[30] C/C(=N/NS(=O)(=O)c1ccc(C)c(C)c1)c1ccncc1

Screen / compound no.,21,22,23,24,25,26,27,28,29,30
HEK293 NOD2/NF-kB,4%,-10%,28%,18%,31%,7%,4%,14%,9%,-5%
KOR beta-arrestin-1,1.9%,2.6%,-4.7%,-0.7%,3.6%,-9.3%,-5.4%,0.5%,11%,-2.7%
Rac1 GTP hydrolysis,u,1%,9%,21%,2%,9%,9%,-6%,8%,-3%
NOD1 inhibition,7%,-52%,-12%,-15%,0%,-29%,-15%,-23%,7%,-26%
HIV peptide binding,2.0%,1.5%,0.8%,-1.2%,0.0%,0.9%,-1.8%,6.8%,3.3%,-0.8%
KOR beta-arrestin-2,-33%,-23%,-11%,-16%,16%,-14%,1%,18%,-8%,3%
GPR55 beta-arrestin,0.0%,0.2%,0.1%,-0.2%,-0.1%,-0.2%,-0.3%,-0.3%,-0.2%,-0.2%
GPR55 antagonists,7%,6%,0%,12%,-13%,-4%,12%,-14%,2%,-11%
Large T inhibition,14%,27%,7%,5%,6%,15%,7%,10%,9%,-7%

[31] COc1cc(/C=N/Nc2snc(SC)c2C#N)cc(OC)c1OC
[32] COc1ccc2[nH]cc(CCNC(=O)CCC3CCCCC3)c2c1
[33] c1ccc(COc2cccc(CN3CCc4ccccc4C3)c2)cc1
[34] CNC(=S)NNC(=O)c1sc2cc(C(F)(F)F)cnc2c1-c1cccnc1
[35] Cc1c(N2C(=O)C3C4C=CC(C5CC45)C3C2=O)c(=O)n(-c2ccccc2)n1C (stereo not drawn)
[36] CC(=O)Nc1ccc(NC(=O)CCc2ccc(C)o2)cc1
[37] CCOC(=O)C1=C(COC(=O)c2cccc(Cl)c2)NC(=O)NC1C (stereo not drawn)
[38] O=C(Cc1c(F)cccc1Cl)Nc1cccnc1
[39] Cc1ccn(C)c(=N)c1
[40] COc1ccc(Nc2cc(=O)n(-c3ccccc3)c3c2c(=O)n(C)c(=O)n3C)cc1

Screen / compound no.,31,32,33,34,35,36,37,38,39,40
HEK293 NOD2/NF-kB,20%,13%,-8%,5%,5%,3%,6%,8%,7%,8%
KOR beta-arrestin-1,-4.0%,-2.1%,-0.5%,-7.9%,2.3%,3.2%,1.8%,-7.3%,-0.9%,0.7%
Rac1 GTP hydrolysis,2%,8%,7%,8%,-2%,11%,5%,9%,5%,x
NOD1 inhibition,69%*,-22%,-11%,-38%,-6%,-5%,-18%,-4%,-10%,-1%
HIV peptide binding,-0.9%,-0.9%,0.5%,0.1%,-0.9%,-1.1%,0.2%,-2.4%,1.9%,-1.7%
KOR beta-arrestin-2,-3%,-30%[20 µM],-5%,-4%,11%,8%,17%,-8%,7%,35%
GPR55 beta-arrestin,0.3%,0.2%,0.4%,-0.3%,1.2%,-0.2%,-0.1%,-0.1%,-0.1%,-0.1%
GPR55 antagonists,-1%,2%,9%,6%,0%,8%,5%,4%,4%,0%
Large T inhibition,-6%,26%,4%,20%,2%,5%,12%,-1%,6%,6%

[41] COc1cc(OC)cc(C(=O)NC(C(=O)O)C23CC4CC(CC(C4)C2)C3)c1 (stereo not drawn)
[42] Cc1noc(C)c1C(=O)N1CCN(Cc2ccc3c(c2)OCO3)CC1
[43] CCC(c1ccccc1)c1nc(-c2ccccn2)no1 (stereo not drawn)
[44] Brc1ccc(Sc2cnc3ccccc3n2)cc1
[45] CC(=O)N1CCN(c2nc3ccc(Br)cc3s2)CC1
[46] Cc1ccc(OCC(=O)Nc2ccc(S(=O)(=O)N3CCN(C)CC3)cc2)cc1
[47] CCN(CC)CCNc1ncnc2c1sc1nc(N3CCCC3)c3c(c12)CC(C)(C)OC3
[48] C/C(=N\N=C1\NC(=O)CC(C(=O)O)S1)c1cccs1 (stereo not drawn)
[49] COc1ccc(NC(=O)NC2CCCc3ccccc32)c(OC)c1 (stereo not drawn)

Screen / compound no.,41,42,43,44,45,46,47,48,49
HEK293 NOD2/NF-kB,-1%,6%,-9%,6%,-24%,11%,-15%,2%,31%
KOR beta-arrestin-1,-0.7%,-1.2%,15%,0.2%,2.5%,-2.8%,-1.1%,1.7%,5.2%
Rac1 GTP hydrolysis,-15%,9%,12%,14%,7%,2%,20%,0%,5%
NOD1 inhibition,-36%,-6%,-10%,-18%,-16%,-16%,-18%,5%,17%
HIV peptide binding,3.2%,-1.6%,4.0%,0.0%,0.7%,-0.6%,1.3%,0.1%,-1.6%
KOR beta-arrestin-2,2%,10%,26%,21%,-28%,8%,-15%[20 µM],-27%,-8%
GPR55 beta-arrestin,-0.2%,0.2%,0.5%,-0.2%,0.3%,0.1%,-0.1%,0.2%,-0.1%
GPR55 antagonists,-1%,0%,-3%,-1%,-6%,0%,14%,-3%,3%
Large T inhibition,8%,6%,9%,-7%,14%,6%,13%,5%,0%

Screens from PubChem BioAssay.

A portion of the library; the hit share may differ from the screen's.
